High-throughput results from PubChem BioAssay.
GRK2 inh = inhibitors of human GRK2 displacing RNA aptamer; P25098; bead flow cytometry, FAM-aptamer displacement from GRK2; inhibition of aptamer binding, % at 10 µM; 0.59% of 330,000 active; AID 488847;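 active = inhibition of aptamer binding above 40%, roughly 3 SD of noise, on plates passing a quality check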;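 note: median bead fluorescence of bound FAM aptamer so fluorescent compounds give negative values; no value below 0 was filed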
AGP1 TOR yeast = modulators of TOR pathway AGP1-GFP in S. cerevisiae. S. cerevisiae AGP1-GFP multiplex flow cytometry, 3 h; GFP as percent of DMSO wells. GFP response vs DMSO, % at 10 µM. 0.02% of 320,000 active. AID 2066;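 active = GFP response relative to DMSO above a set limit, near screen average plus 3 SD, cut at about 150% in these data; inconclusive = fewer than 70 cells counted for the yeast strain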;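 note: median GFP channel fluorescence of the gated AGP1 strain per well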
VLA-4 inh = inhibition in a human VLA-4 binding assay | 0.2% of 330,000 active | P13612 | inhibition, % (about 7 µM as worked out from the volumes in the protocol) | VLA-4 expressing cells, ligand binding flow cytometry; in the data active = inhibition above about 50%
Target sequence (P13612 whole entry, looked up): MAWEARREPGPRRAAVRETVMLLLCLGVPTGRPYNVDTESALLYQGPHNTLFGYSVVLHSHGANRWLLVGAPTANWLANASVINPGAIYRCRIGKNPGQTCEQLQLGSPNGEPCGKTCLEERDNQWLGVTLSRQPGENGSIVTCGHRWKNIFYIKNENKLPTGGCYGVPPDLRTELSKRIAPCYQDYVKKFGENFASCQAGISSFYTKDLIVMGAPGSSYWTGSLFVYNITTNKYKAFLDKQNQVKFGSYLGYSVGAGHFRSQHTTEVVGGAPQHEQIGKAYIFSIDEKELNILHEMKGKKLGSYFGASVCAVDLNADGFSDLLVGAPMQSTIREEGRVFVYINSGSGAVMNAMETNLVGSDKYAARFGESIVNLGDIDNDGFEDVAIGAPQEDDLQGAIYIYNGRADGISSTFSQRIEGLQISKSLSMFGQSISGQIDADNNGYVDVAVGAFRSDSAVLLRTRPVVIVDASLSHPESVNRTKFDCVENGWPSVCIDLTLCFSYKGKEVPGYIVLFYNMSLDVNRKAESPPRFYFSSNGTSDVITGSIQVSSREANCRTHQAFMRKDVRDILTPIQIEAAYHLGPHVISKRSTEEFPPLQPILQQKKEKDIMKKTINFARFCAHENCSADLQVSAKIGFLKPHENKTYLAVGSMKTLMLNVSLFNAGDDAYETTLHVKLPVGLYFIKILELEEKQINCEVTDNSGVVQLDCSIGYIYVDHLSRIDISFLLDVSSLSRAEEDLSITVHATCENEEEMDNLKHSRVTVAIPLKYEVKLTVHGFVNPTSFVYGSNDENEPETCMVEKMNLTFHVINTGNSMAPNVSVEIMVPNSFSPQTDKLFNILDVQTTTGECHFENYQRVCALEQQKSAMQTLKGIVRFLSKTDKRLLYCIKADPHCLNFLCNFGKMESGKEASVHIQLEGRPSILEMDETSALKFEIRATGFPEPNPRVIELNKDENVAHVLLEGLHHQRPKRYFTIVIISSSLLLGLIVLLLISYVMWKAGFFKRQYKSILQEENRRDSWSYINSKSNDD
GLD-1 TGE inh = GLD-1-TGE RNA interaction inhibition (C. elegans); 0.44% of 320,000 active; purified GLD-1 + fluorescein TGE RNA, fluorescence polarization; inhibition, % at 5.96 µM;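 active = percent inhibition above a per-plate cutoff, the plate mean of test compounds plus 3 SD, cut at about 30% in these data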;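 note: 0% = DMSO wells with GLD-1 and probe and 100% = wells lacking GLD-1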
CR mimetic SO = yeast age-related superoxide inhibition as caloric restriction mimetic; S. cerevisiae aged cells, superoxide DHE fluorescence; active compounds read low; superoxide response (% of plate mean), % at 10 µM; 0.18% of 330,000 active; AID 2690;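 active = superoxide response under a set limit, about three screen SD below normal, cut at about 65% in these data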;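 note: yeast aged for seven days with compound at 30 °C before DHE staining; 100% = average MFI of all compound-treated wells on the plate with controls excluded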
CIT2-GFP yeast = yeast TOR pathway CIT2-GFP modulation; GFP response vs DMSO, % at 10 µM; 0.065% of 320,000 active; AID 2029; S. cerevisiae CIT2-GFP strain, flow cytometry, 3 h; 100 means same as DMSO wells;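 active = GFP response relative to DMSO above a set limit, near the screen mean plus 3 SD, cut at about 150% in these data; inconclusive = Fewer than 70 cells measured for a yeast strain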;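 note: ratio of well median GFP fluorescence to mean of DMSO wells on the plate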
Bcl-xL primary = inhibitors of human Bcl-xL; Q07817; GST-Bcl-xL / FITC-Bim BH3 peptide fluorescence polarization; inhibition, % at 10.9 µM; 0.7% of 320,000 active;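 active = inhibition above the mean of all tested compounds plus 3 SD, cutoff set per campaign, cut at about 30% in these data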;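 note: 0% = DMSO wells and 100% = unlabeled Bim-BH3 peptide competitor; inhibitors lower millipolarization by displacing the labeled peptide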
MCL1-BIM inh = inhibitors of human MCL1 binding to BIM-BH3 peptide; GST-MCL1 / FITC-Bim-BH3 fluorescence polarization; inhibition, % at 10.9 µM; 0.68% of 320,000 active; AID 2057;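 active = inhibition above the mean inhibition of all tested compounds plus 3 SD, set per campaign, cut at about 40% in these data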;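 note: 0% = DMSO wells and 100% = unlabeled Bim-BH3 peptide control; higher means more loss of mP so more displacement of Bim peptide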
MEX-5 binding = C. elegans MEX-5 TCR-2 RNA binding activity; Q9XUB2; MEX-5/FITC-TCR2 RNA binding, fluorescence polarization; active compounds read low; activity score (negative = inhibition of binding), % at 10 µM; 0.38% of 300,000 active; AID 1832;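 active = inhibition past about -25% in most replicates, and total fluorescence under double the plate's negative control median, limit read from the data; inconclusive = replicates evenly split on the limit, or fluorescence at least double controls; inactive = too little inhibition in most replicates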;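 note: 0% = DMSO and -100% = 5 µM competing unlabeled TCR2 RNA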
* marks the source's active call; other numbers are inactive results; [ ] = another dose, or the depositor's remark.

COCc1nnc(NC(=O)CCCOc2ccccc2)s1 was read as GRK2 inh 0, AGP1 TOR yeast 105, VLA-4 inh 7, GLD-1 TGE inh -7, CR mimetic SO 101, CIT2-GFP yeast 102, Bcl-xL primary 2, MCL1-BIM inh 5 and MEX-5 binding 1.5.
Screening CN(Cc1ccco1)C(=O)CCc1nc2sc3c(c2c(=O)[nH]1)CCCC3 returned GRK2 inh 2, AGP1 TOR yeast 89, VLA-4 inh 1, GLD-1 TGE inh -2, CR mimetic SO 105, CIT2-GFP yeast 86, Bcl-xL primary 6, MCL1-BIM inh 10 and MEX-5 binding -7.9.
Screening CCOC(=O)N1CCN(C(=O)CCNS(=O)(=O)c2ccc(C)c(C)c2)CC1 returned GRK2 inh 3, AGP1 TOR yeast 116, VLA-4 inh -17, GLD-1 TGE inh 1, CR mimetic SO 96, CIT2-GFP yeast 102, Bcl-xL primary 5, MCL1-BIM inh -1 and MEX-5 binding -1.5.
For CNc1ccccc1NC(=O)CCn1c(=S)oc2ccccc21 the results were GRK2 inh 0, AGP1 TOR yeast 102, VLA-4 inh 1, GLD-1 TGE inh 1, CR mimetic SO 102, CIT2-GFP yeast 95, Bcl-xL primary 4, MCL1-BIM inh -6 and MEX-5 binding 0.9.
`NN1C(=O)/C(=C2/Sc3ccccc3N2CCCS(=O)(=O)O)SC1=S` gave GRK2 inh 6, AGP1 TOR yeast 96, VLA-4 inh 7, GLD-1 TGE inh -10, CR mimetic SO 98, CIT2-GFP yeast 97, Bcl-xL primary 11, MCL1-BIM inh 21 and MEX-5 binding 5.6.
`COC(=O)c1ccc(C2/C(=C(/O)c3ccc(Cl)cc3)C(=O)C(=O)N2C2CCS(=O)(=O)C2)cc1` (centres undefined) gave GRK2 inh 1, AGP1 TOR yeast 101, VLA-4 inh 3, GLD-1 TGE inh -2, CR mimetic SO 89, CIT2-GFP yeast 108, Bcl-xL primary -3, MCL1-BIM inh 3 and MEX-5 binding 0.9.
O=C(O)c1cccc(-n2c(O)c(C=C3N=c4ccccc4=N3)sc2=S)c1 was read as GRK2 inh 3, AGP1 TOR yeast 105, VLA-4 inh 1, GLD-1 TGE inh 0, CR mimetic SO 136, CIT2-GFP yeast 89, Bcl-xL primary 5, MCL1-BIM inh 6 and MEX-5 binding -0.4.
Cc1cccc(/C=N/NC(=O)c2cc(Br)ccc2O)n1 was read as GRK2 inh 0, AGP1 TOR yeast 85, VLA-4 inh 6, GLD-1 TGE inh -2, CR mimetic SO 118, CIT2-GFP yeast 100, Bcl-xL primary 8, MCL1-BIM inh 14 and MEX-5 binding 1.1.
`CCN(CC(=O)N1CCOCC1)S(=O)(=O)c1ccccc1` gave GRK2 inh 2, AGP1 TOR yeast 84, VLA-4 inh -6, GLD-1 TGE inh 12, CR mimetic SO 88, CIT2-GFP yeast 114, Bcl-xL primary -2, MCL1-BIM inh 4 and MEX-5 binding 0.2.
`N/C(=N\OC(=O)c1ccc2ccccc2c1)c1ccccn1` gave GRK2 inh 2, AGP1 TOR yeast 88, VLA-4 inh -8, GLD-1 TGE inh 5, CR mimetic SO 144, CIT2-GFP yeast 104, Bcl-xL primary 5, MCL1-BIM inh 6 and MEX-5 binding 0.3.
`COC(=O)C[C@H]1c2cc(F)cc(F)c2S(=O)(=O)N1C1CCN(Cc2ccccc2)CC1` gave GRK2 inh 4, AGP1 TOR yeast 82, VLA-4 inh -1, GLD-1 TGE inh -2, CR mimetic SO 98, CIT2-GFP yeast 78, Bcl-xL primary -3, MCL1-BIM inh 3 and MEX-5 binding 1.2.
Screening CC1=C(C(=O)OCC(C)C)C(c2ccsc2)NC(=O)N1 (centres undefined) returned GRK2 inh 0, AGP1 TOR yeast 106, VLA-4 inh 2, GLD-1 TGE inh 5, CR mimetic SO 96, CIT2-GFP yeast 97, Bcl-xL primary -3, MCL1-BIM inh -6 and MEX-5 binding 1.6.
CCOC(=O)Nc1ccc(S(=O)(=O)NCCCN2CCOCC2)cc1 was read as GRK2 inh 4, AGP1 TOR yeast 107, VLA-4 inh 0, GLD-1 TGE inh 11, CR mimetic SO 104, CIT2-GFP yeast 103, Bcl-xL primary 7, MCL1-BIM inh 6 and MEX-5 binding 1.1.
Cc1cccc(C)c1N1CCc2cn[nH]c21 was read as GRK2 inh 1, AGP1 TOR yeast 103, VLA-4 inh 2, GLD-1 TGE inh -1, CR mimetic SO 85, CIT2-GFP yeast 111, Bcl-xL primary 4, MCL1-BIM inh -5 and MEX-5 binding 0.2.
For COc1ccc(C2SCC(=O)N2C)cc1 (centres undefined) the results were GRK2 inh 1, AGP1 TOR yeast 93, VLA-4 inh 8, GLD-1 TGE inh 8, CR mimetic SO 95, CIT2-GFP yeast 92, Bcl-xL primary -1, MCL1-BIM inh 6 and MEX-5 binding -1.1.
For O=C(Nc1cccc(-n2cnnn2)c1)c1ccncc1 the results were GRK2 inh 0, AGP1 TOR yeast 97, VLA-4 inh 20, GLD-1 TGE inh -3, CR mimetic SO 81, CIT2-GFP yeast 102, Bcl-xL primary 1, MCL1-BIM inh -1 and MEX-5 binding 0.7.
Screening CCn1c(Cc2cccc3ccccc23)nnc1SCC(=O)Nc1nccs1 returned GRK2 inh 0, AGP1 TOR yeast 86, VLA-4 inh 18, GLD-1 TGE inh 7, CR mimetic SO 107, CIT2-GFP yeast 96, Bcl-xL primary -11, MCL1-BIM inh -5 and MEX-5 binding 0.8.
`CCOC(=O)C1CCCN(c2nc3c(C)cccn3c(=O)c2/C=C(\C#N)C(=O)NCc2ccco2)C1` (centres undefined) gave GRK2 inh 0, AGP1 TOR yeast 91, VLA-4 inh -16, GLD-1 TGE inh 0, CR mimetic SO 97, CIT2-GFP yeast 89, Bcl-xL primary 1, MCL1-BIM inh 5 and MEX-5 binding 1.2.
`O=C(O)c1ccc(NC(=O)C2(c3ccccc3)CCOCC2)cc1` gave GRK2 inh 0, AGP1 TOR yeast 83[may fluoresce violet], VLA-4 inh 3, GLD-1 TGE inh -5, CR mimetic SO 74, CIT2-GFP yeast inconclusive, Bcl-xL primary 0, MCL1-BIM inh 3 and MEX-5 binding -2.1.
COc1ccccc1NC(=S)NC12CN3CN(CN(C3)C1)C2 was read as GRK2 inh 0, AGP1 TOR yeast 101, VLA-4 inh 2, GLD-1 TGE inh -3, CR mimetic SO 88, CIT2-GFP yeast 100, Bcl-xL primary 5, MCL1-BIM inh 5 and MEX-5 binding -2.5.

Overlap with the part before: two entries, then new ones.
`O=C(O)c1ccc(NC(=O)C2(c3ccccc3)CCOCC2)cc1` gave GRK2 inh 0, AGP1 TOR yeast 83[may fluoresce violet], VLA-4 inh 3, GLD-1 TGE inh -5, CR mimetic SO 74, CIT2-GFP yeast inconclusive, Bcl-xL primary 0, MCL1-BIM inh 3 and MEX-5 binding -2.1.
COc1ccccc1NC(=S)NC12CN3CN(CN(C3)C1)C2 was read as GRK2 inh 0, AGP1 TOR yeast 101, VLA-4 inh 2, GLD-1 TGE inh -3, CR mimetic SO 88, CIT2-GFP yeast 100, Bcl-xL primary 5, MCL1-BIM inh 5 and MEX-5 binding -2.5.
CCN(CC)C(=O)CSC1=Nc2ccccc2C2=NC(c3ccccc3)C(=O)N12 (centres undefined) was read as GRK2 inh 2, AGP1 TOR yeast 93, VLA-4 inh 45, GLD-1 TGE inh -8, CR mimetic SO 101, CIT2-GFP yeast 94, Bcl-xL primary 5, MCL1-BIM inh 5 and MEX-5 binding 1.9.
Screening CCc1nnc(NC(=O)c2ccc(N3C(=O)CCC3=O)cc2)s1 returned GRK2 inh 2, AGP1 TOR yeast 102, VLA-4 inh -3, GLD-1 TGE inh -2, CR mimetic SO 118, CIT2-GFP yeast 113, Bcl-xL primary -1, MCL1-BIM inh 3 and MEX-5 binding 0.7.
`O=C(/C=C/c1ccc2c(c1)OCO2)Nc1nncs1` gave GRK2 inh 2, AGP1 TOR yeast 103, VLA-4 inh 23, GLD-1 TGE inh 9, CR mimetic SO 88, CIT2-GFP yeast 99, Bcl-xL primary 3, MCL1-BIM inh -2 and MEX-5 binding -1.9.
Screening CCNC(=S)N(CCCN(CC)CC)Cc1cc2cc3c(cc2[nH]c1=O)OCO3 returned GRK2 inh 0, AGP1 TOR yeast 103, VLA-4 inh -8, GLD-1 TGE inh -4, CR mimetic SO 102, CIT2-GFP yeast 105, Bcl-xL primary 8, MCL1-BIM inh 6 and MEX-5 binding 1.5.
For CCCOc1ccc(C(=O)Nc2cc(-c3nn4c(C)nnc4s3)ccc2C)cc1 the results were GRK2 inh 0, AGP1 TOR yeast 100, VLA-4 inh 5, GLD-1 TGE inh 6, CR mimetic SO 104, CIT2-GFP yeast 96, Bcl-xL primary -12, MCL1-BIM inh -14 and MEX-5 binding 0.8.
For Cc1cccc(C)c1-n1nnnc1-c1cnccc1C(F)(F)F the results were GRK2 inh 3, VLA-4 inh -3, GLD-1 TGE inh -1, CR mimetic SO 102, Bcl-xL primary -5, MCL1-BIM inh 4 and MEX-5 binding -0.5.
`O=c1c2ccccc2c(=O)n(-c2ccccc2)n1CCCCBr` gave GRK2 inh 1, AGP1 TOR yeast 111, VLA-4 inh 3, GLD-1 TGE inh 13, CR mimetic SO 82, CIT2-GFP yeast 103, Bcl-xL primary -1, MCL1-BIM inh -9 and MEX-5 binding -0.7.
Screening CCO[C@@H]1OC(C(N)=O)=C[C@H](c2ccc(C(F)(F)F)cc2)[C@H]1CCCO returned GRK2 inh 1, AGP1 TOR yeast 77, VLA-4 inh 2, GLD-1 TGE inh 6, CR mimetic SO 99, CIT2-GFP yeast 84, Bcl-xL primary 8, MCL1-BIM inh 9 and MEX-5 binding 0.7.
For COc1ccc(/C=N/NC2=NS(=O)(=O)c3ccccc32)cc1OC the results were GRK2 inh 2, AGP1 TOR yeast 97, VLA-4 inh 8, GLD-1 TGE inh -3, CR mimetic SO 96, CIT2-GFP yeast 99, Bcl-xL primary 3, MCL1-BIM inh 1 and MEX-5 binding -1.4.
Screening COc1ccc(NC(=O)CNC(=O)c2nn(-c3ccc(OC)cc3OC)c(=O)c3ccccc23)c(OC)c1 returned GRK2 inh 0, AGP1 TOR yeast 97, VLA-4 inh -18, GLD-1 TGE inh 3, CR mimetic SO 104, CIT2-GFP yeast 93, Bcl-xL primary 4, MCL1-BIM inh 1 and MEX-5 binding 0.5.
COCC(C)N=C1NN=C(c2cccs2)C(CC(=O)O)S1 (centres undefined) was read as GRK2 inh 5, AGP1 TOR yeast 103, VLA-4 inh 32, GLD-1 TGE inh 2, CR mimetic SO 101, CIT2-GFP yeast 94, Bcl-xL primary 1, MCL1-BIM inh 9 and MEX-5 binding -5.9.
Screening COc1cccc(CN(C)C(=O)CSCC(=O)Nc2ccc(C)cc2)c1OC returned GRK2 inh 0, AGP1 TOR yeast 107, VLA-4 inh 25, GLD-1 TGE inh 3, CR mimetic SO 103, CIT2-GFP yeast 98, Bcl-xL primary -5, MCL1-BIM inh -5 and MEX-5 binding 3.7.
Screening COc1ccccc1C(=O)Nc1cccc(NC(C)=O)c1 returned GRK2 inh 3, AGP1 TOR yeast 100, VLA-4 inh 10, GLD-1 TGE inh -2, CR mimetic SO 84, CIT2-GFP yeast 101, Bcl-xL primary -2, MCL1-BIM inh -2 and MEX-5 binding 0.0.
For COCCN(C(=O)C1=COCCO1)c1c(N)n(CC(C)C)c(=O)[nH]c1=O the results were GRK2 inh 0, AGP1 TOR yeast 101, VLA-4 inh 4, GLD-1 TGE inh 18, CR mimetic SO 80, CIT2-GFP yeast 96, Bcl-xL primary 12 and MCL1-BIM inh 4.

Compounds were not picked by outcome (roughly 2.1% active in at least one column).
